COUP-TFII inh – blocks human COUP-TFII nuclear receptor. P24468. HEK293T NGFI-A luciferase reporter, luminescence. inhibition, % at 8.6 µM. 0.7% of 370,000 active. AID 686940;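 active means inhibition above a per-plate cutoff, mean inhibition of test wells between control levels plus 3 SD, cut at about 38% in these data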;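 further: cells cotransfected with COUP-TFII expression vector driving the NGFI-A reporter; 0% = median of COUP-TF2 test wells and 100% = reporter-only cells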
Target sequence (P24468 whole entry, looked up): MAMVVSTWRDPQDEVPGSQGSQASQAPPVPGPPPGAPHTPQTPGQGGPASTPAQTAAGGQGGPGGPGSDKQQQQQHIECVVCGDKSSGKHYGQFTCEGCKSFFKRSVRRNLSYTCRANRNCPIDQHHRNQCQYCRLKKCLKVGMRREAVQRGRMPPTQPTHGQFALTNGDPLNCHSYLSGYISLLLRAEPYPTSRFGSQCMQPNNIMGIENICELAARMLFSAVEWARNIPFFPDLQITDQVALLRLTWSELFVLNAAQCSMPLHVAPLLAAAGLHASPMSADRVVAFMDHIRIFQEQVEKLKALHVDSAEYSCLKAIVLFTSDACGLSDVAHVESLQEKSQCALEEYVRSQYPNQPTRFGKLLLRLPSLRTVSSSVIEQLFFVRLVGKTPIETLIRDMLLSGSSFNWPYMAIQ
NCOA2 inhibitor – inhibits human steroid receptor coactivator 2. Q15596. HEK293 GAL4-SRC2 luciferase reporter, luminescence. inhibition, % at 9 µM. 0.17% of 370,000 active. AID 651957;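 active means inhibition above the mean inhibition of all tested compounds plus 3 SD, set per campaign, cut at about 52% in these data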;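 further: 0% = DMSO treated cells and 100% = cells given Gossypol at 36 µM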
Active calls of the source: *.

SMILES | COUP-TFII inh | NCOA2 inhibitor
COC(=O)C1=C(C)N(Cc2cccc(C(F)(F)F)c2)C(=NCc2cccc(C(F)(F)F)c2)NC1c1ccccc1C(F)(F)F (stereo not given) | -16 | -31
Cc1ccc(S(=O)(=O)N2CCCC(C(=O)NCCN3CCC(Cc4ccccc4)CC3)C2)cc1 (stereo not given) | 21 | 19
CCCCNC(=O)C[C@@H]1C(=O)N2CCCC3=C2[C@@]1(C(=O)OC)CCCC3 | 2 | 9
COc1ccc(CNS(=O)(=O)/C=C/c2ccc(OC)cc2CNC(=O)OC(C)(C)C)cc1 | -7 | -26
Cc1cccc(NC(=O)c2cccc3c2-c2ccccc2C3=O)c1C | 2 | -17
O=C(NC1CCCCN(Cc2ccc(Cl)cc2)C1=O)c1ccc2ccccc2c1 (stereo not given) | -5 | 9
CCCCCCCCN1C(=O)[C@@H](CC(=O)NCc2ccc(OC)c(OC)c2)C[C@@]2(C(=O)OC)C1=C[C@H](COCc1ccccc1)O[C@@H]2C | 16 | 8
CC12C=CC(C)(C3C(=O)NC(=O)C31)C1C3C(=O)NC(=O)C3C12 (stereo not given) | 6 | -18
Cc1cc(Nc2cccc(Br)c2)cc(=O)n1-c1cccc(Br)c1 | -5 | -8
Cc1c(NC(=O)C2CCCN(S(=O)(=O)c3c(C(C)C)cc(C(C)C)cc3C(C)C)C2)c(=O)n(-c2ccccc2)n1C (stereo not given) | 13 | -13
COc1ccc(CCN=C(NS(=O)(=O)c2ccc(Cl)cc2)c2ccccc2)cc1 | 7 | 0
CCCCOCCCNC(=O)C[C@H]1C[C@@]2(C(=O)OC)C(=C[C@H](C3CCCC3)O[C@@H]2C)N(Cc2ccco2)C1=O | -2 | 6
O=C(O)c1cc(-c2ccccc2)nc2nc(N3CCCCC3)sc12 | -18 | 2
O=C([C@@H]1C[C@H]1c1ccccc1)N1CC[C@H]2[C@H](CCCN2Cc2ccccc2)C1 | 12 | -1
CN1CCCC1CCNc1ccc2oc3ccccc3c(=O)c2c1 (stereo not given) | -56 | -89
COc1ccc(NC(=O)Nc2cc(C)nn2-c2ccccc2)cc1 | -17 | 3
Cc1ccc2nc(CN(C)C(=O)[C@@H](Cc3ccccc3)NC(=O)[C@H]3O[C@@H](n4ccc(=O)[nH]c4=O)[C@H](O)[C@@H]3O)[nH]c2c1 | -8 | -8
COC(=O)[C@]12C=CCN1[C@@H](c1ccc(OC)c(OC)c1)c1c(c3ccccc3n1S(=O)(=O)c1ccc(C)cc1)C2 | 12 | 2
Cc1sc2nc(COC(=O)CNC(=O)c3ccccc3Cl)[nH]c(=O)c2c1C | -23 | 14
C#CCN(C[C@H]1[C@H](OC(=O)Nc2cccs2)[C@H](OC(=O)Nc2cccs2)CN(C(=O)OC(C)C)N1C(=O)OC(C)C)S(=O)(=O)c1ccc(C)cc1 | 7 | 22
CC(C)CNC(=O)OCc1cn(Cc2cccc(Cl)c2)nn1 | -20 | -2
CCOC(=O)[C@]12CCCC=C1N(Cc1ccc(OC)cc1)C(=O)[C@@H]2CC(=O)NCc1cccs1 | 6 | 7
O=C(NCc1ccccc1)[C@@H]1CCCN1C(=O)[C@H]1CCCN1C(=O)c1ccc(F)cc1 | -13 | -6
COC(=O)[C@H]1C[C@@]2(C3C=CC=C3)c3ccccc3N[C@H]2N1 | -18 | 11
N#Cc1ccccc1N1CCN(C(=O)C2CCN(c3ncnc4c3sc3cccc(F)c34)CC2)CC1 | 58* | 13
O=C(Nc1ccc(F)cc1)OCc1cn(Cc2ccccc2)nn1 | -9 | -18
S=C1NC[C@H](Cc2ccccc2)N1CC1CCN(CCCC2CCCCC2)CC1 | 7 | 17
COc1ccc(C2CC(c3cccs3)=NN2c2ccc(C=O)cc2)cc1 (stereo not given) | 2 | -9
CCOC(=O)[C@]12CCCCC/C=C\1N(Cc1ccc(OC)cc1)C(=O)[C@H]2CC(=O)NCc1cccs1 | 7 | -21
CCOC(=O)N1CCN(C(=O)C[C@H]2C[C@@]3(C(=O)OC)C(=C[C@H](C(C)(C)C)O[C@@H]3C)N(Cc3cccc4ccccc34)C2=O)CC1 | 20 | 8
C[C@H]1C(=O)[C@]23C[C@H]1CC[C@H]2[C@]1(C)[C@@H](O)CC[C@@](C)(C(=O)O)[C@H]1C[C@@H]3O | 0 | -5
O=C(CSc1nc(-c2ccccc2F)nc2nc[nH]c12)Nc1c(Cl)cc(Cl)cc1Cl | -18 | 6
CC(C)CN1CCC(CN2C(=S)NC[C@@H]2Cc2ccccc2)CC1 | -14 | -14
C=CCN1[C@@H](CC(C)C)COc2cc(N3CCSCC3)ccc2S1(=O)=O | -8 | 5
OC(c1ccccc1)(c1ccccc1)C1CCN(CCCOc2ccc(Br)cc2)CC1 | -2 | -1
Cc1ccc(S(=O)(=O)N2CCC(=O)N(CCOC(=O)NCc3ccccc3)CC2)cc1 | 2 | 4
COC(=O)C[C@H]1CC[C@H]2[C@H](COc3ccc(NC(=O)c4ccccc4F)cc3C(=O)N2C)O1 | -24 | 11
Cc1cc(NS(=O)(=O)c2ccc(NC(=O)CSc3nnc(-c4ccncc4)n3-c3ccccc3)cc2)nc(C)n1 | -52 | -19
O=C1NC(=O)C2C3C=CC(C12)C1C(=O)NC(=O)C31 (stereo not given) | -20 | 24
CC(C)=CCN1C(=O)[C@]2(OCCC=C[C@H]2C)c2c(Br)cccc21 | 7 | -14
COc1ccc(OC)c(CC(NC(C)=O)C(=O)NC2CCN(c3cc(C)nc4ncnn34)CC2)c1 (stereo not given) | 2 | -1
COc1ccc(CN(C)C(=O)[C@@H](Cc2ccccc2)NC(=O)[C@H]2O[C@@H](n3ccc(N)nc3=O)[C@H](O)[C@@H]2O)cc1OC | 16 | -27
Cc1cccc(C)c1OCC(=O)N[C@@H](Cc1ccccc1)[C@@H](O)C[C@H](Cc1ccccc1)NC(=O)[C@H](C(C)C)N1CCCNC1=O | 20 | 1
COC(=O)CSc1nnc(-c2cc(-c3ccccc3)n[nH]2)n1N | 15 | 10
COCCCNC(=O)c1ccc(Cn2c(=O)c3ccccc3n(Cc3ccc(C(C)C)cc3)c2=O)cc1 | -5 | 0
COc1ccc(-c2nc(CC(=O)O)cs2)cc1OC | 1 | -55
CCC(NC(=O)c1ccc2c(ccn2Cc2cccc(-c3ccccc3C(=O)O)c2)c1)c1ccccc1 (stereo not given) | -19 | -38
CC1CCCC(C)N1/N=C/c1cc(Br)c(O)c(Br)c1 (stereo not given) | 12 | 4

Arranged by formula weight (descending): some entries from above.
SMILES | COUP-TFII inh | NCOA2 inhibitor
CC(C)=CCN1C(=O)[C@]2(OCCC=C[C@H]2C)c2c(Br)cccc21 | 7 | -14
COC(=O)CSc1nnc(-c2cc(-c3ccccc3)n[nH]2)n1N | 15 | 10
COc1ccc(-c2nc(CC(=O)O)cs2)cc1OC | 1 | -55

Going on with the list:
SMILES | COUP-TFII inh | NCOA2 inhibitor
CCCCCCNC(=O)C1CSCCS(=O)(=O)N1Cc1ccccc1 (stereo not given) | -21 | 6
COc1ccc(-n2c(COc3ccccc3)nnc2SCC(=O)Nc2ccc3c(c2)OCCO3)cc1 | 16 | 7
Cc1cccc(OC[C@@H](O)CN2CCC(C(O)(c3ccccc3)c3ccccc3)CC2)c1 | -16 | 7
COc1ccc(CCC(=O)Nc2sccc2C#N)cc1 | -39 | -71
Cc1ccc(S(=O)(=O)N2CCC(c3nc4ccccc4o3)CC2)s1 | -21 | -6
Nn1c(SCC(=O)Nc2cccc3ccccc23)nnc1-c1cc(-c2ccc(Cl)cc2)n[nH]1 | -1 | 34
C=CCNc1ccc2c(c1)OC[C@H](CC(C)C)NS2(=O)=O | -9 | -16
COC(=O)[C@]12C[C@H](CC(=O)NCc3cccc(C(F)(F)F)c3)C(=O)N(Cc3cccc4ccccc34)C1=C[C@H](C(C)(C)C)O[C@@H]2C | -18 | 8
CC(C)C1CC(N(C)C)=CC(=S)N1 (stereo not given) | 33 | 13
COC(=O)[C@]12C[C@H](CC(=O)NCc3ccc(OC)c(OC)c3)C(=O)N(CCc3ccc(OC)c(OC)c3)C1=C[C@H](C(C)(C)C)O[C@@H]2C | 3 | 27
COC(=O)c1cc(-c2ccccc2)c(=O)n2c1CCC2 | -10 | -15
COC(=O)[C@]12C[C@H](CC(=O)NCCCCc3ccccc3)C(=O)N(Cc3ccc(Cl)cc3Cl)C1=C[C@H](C(C)C)O[C@@H]2C1CC1 | 1 | -51
C[C@H](O)[C@@H]1C(=O)N2CCc3c([nH]c4c(-c5ccccc5)cccc34)[C@@H]2C[C@@H]1N(C)C(=O)Nc1cccc2ccccc12 | -3 | 18
O=C(N[C@@H](Cc1cccnc1)C(=O)N1CCC[C@H]1C(=O)NC1CCCC1)C1CCCC1 | 3 | -9
C[C@H]1CCC[C@H](O)CC(=O)c2c(O)cc(O)cc2CC(=O)O1 | -32 | 20
COc1ccc(NC(=O)N2CCC(c3nc4ccc(Cl)cc4[nH]3)CC2)cc1OC | -4 | 20
COC(=O)C1=C(C)N(Cc2ccccc2C(F)(F)F)C(=NCc2ccc(OC)cc2)NC1c1ccccc1C(F)(F)F (stereo not given) | 15 | -13
COC(=O)[C@]12C[C@H](CC(=O)NCCCN3CCCC3=O)C(=O)N(Cc3ccccc3)C1=C[C@H](C1CCCC1)O[C@@H]2C | 0 | -39
C=CCN1C(=O)[C@@H](CC(=O)NCc2cccc3ccccc23)[C@]2(C(=O)OC)CCCCC=C12 | -5 | -2
CCCCCN1CCCCC(NC(=O)c2ccccc2OC)C1=O (stereo not given) | 11 | 18
CCN(C(=O)Cn1nnc(-c2ccncc2)n1)c1ccccc1 | 16 | 6
OC(CCN1CCCCC1)(c1ccccc1)C1CC2C=CC1C2 (stereo not given) | 12 | 9
CCCCN=C(N)NC(=O)c1ccccc1 | -8 | -33
Cc1ccccc1C(=O)NC1CCCCN(C(C)C)C1=O (stereo not given) | -22 | -15
CCOc1ccc(Oc2c(Cl)c(Br)nn(Cc3cccc4ccccc34)c2=O)cc1 | 3 | 7
CN1C(=O)[C@@]2(C3=C(CCCC3=O)OC3=C2C(=O)CC(C)(C)C3)c2ccccc21 | 7 | -11
COc1cc(NC(=O)[C@@H](Cc2ccccc2)NC(=O)[C@H]2O[C@@H](n3ccc(=O)[nH]c3=O)[C@H](O)[C@@H]2O)cc(OC)c1OC | 15 | -11
CC(C)c1ccc(NC(=O)CSc2nnc(-c3ccco3)n2C)cc1 | 10 | -12
COc1ccc(N2C(=O)c3n[nH]c(C(C)C)c3C2c2ccc(F)cc2)cc1 (stereo not given) | -31 | -13
CCCCNC(=O)N1CCC(c2nc3ccc(Cl)cc3[nH]2)CC1 | 1 | 4
CCCCn1c(=O)[nH]c(=O)c2c1nc(-c1ccc(-c3ccc(F)cc3)o1)n2C | -6 | 14
CC(=O)c1ccc(S(=O)(=O)N2CCN(C(=O)C(=O)c3cccc(C(F)(F)F)c3)CC2)cc1 | -10 | -9
O=C1N[C@@H](Cc2ccccc2)C(=O)N2[C@@H]1C[C@]1(Br)c3ccccc3N(S(=O)(=O)c3ccccc3)[C@H]21 | -3 | -27
Cc1cccc(CCNC(=O)CSc2nc3c([nH]2)c(=O)n(C)c(=O)n3C)c1 | -9 | -11
CCCC#Cc1ccc(CC[C@H]2O[C@H]3CC[C@@H](CO)O[C@H]3C[C@H]2NC(=O)CN2CCOCC2)cc1 | 6 | 9
Cc1ccc(S(=O)(=O)c2cc3c(=O)n4ccccc4nc3n(Cc3ccco3)c2=N)cc1C | -10 | -5
Cc1ccc(S(=O)(=O)NCC2CCN(C(=O)C(=O)c3cccs3)CC2)cc1 | -16 | 1
CN1CCCCC(NC(=O)c2cccc(C(F)(F)F)c2)C1=O (stereo not given) | 0 | 9
COc1cc2c(c3c1c(=O)c1cccc(F)c1n3C)C=CC(C)(C)O2 | -10 | 8
COC(=O)[C@]12C[C@H](CC(=O)N3CCOCC3)C(=O)N(CCc3ccc(OC)c(OC)c3)C1=C[C@H](C(C)(C)C)O[C@@H]2C | -11 | 2
CC(C)[C@H](N)C(=O)OCC(CO)OCn1cnc2c(=O)[nH]c(N)nc21 (stereo not given in full) | -22 | 7
CN1[C@H](Cc2ccccc2)COc2cc(N3CCCC3)ccc2S1(=O)=O | 55* | 0

Entries above that have a Cl atom, in the order listed:
SMILES | COUP-TFII inh | NCOA2 inhibitor
O=C(NC1CCCCN(Cc2ccc(Cl)cc2)C1=O)c1ccc2ccccc2c1 (stereo not given) | -5 | 9
COc1ccc(CCN=C(NS(=O)(=O)c2ccc(Cl)cc2)c2ccccc2)cc1 | 7 | 0
Cc1sc2nc(COC(=O)CNC(=O)c3ccccc3Cl)[nH]c(=O)c2c1C | -23 | 14
CC(C)CNC(=O)OCc1cn(Cc2cccc(Cl)c2)nn1 | -20 | -2
O=C(CSc1nc(-c2ccccc2F)nc2nc[nH]c12)Nc1c(Cl)cc(Cl)cc1Cl | -18 | 6
Nn1c(SCC(=O)Nc2cccc3ccccc23)nnc1-c1cc(-c2ccc(Cl)cc2)n[nH]1 | -1 | 34
COC(=O)[C@]12C[C@H](CC(=O)NCCCCc3ccccc3)C(=O)N(Cc3ccc(Cl)cc3Cl)C1=C[C@H](C(C)C)O[C@@H]2C1CC1 | 1 | -51
COc1ccc(NC(=O)N2CCC(c3nc4ccc(Cl)cc4[nH]3)CC2)cc1OC | -4 | 20
CCOc1ccc(Oc2c(Cl)c(Br)nn(Cc3cccc4ccccc34)c2=O)cc1 | 3 | 7
CCCCNC(=O)N1CCC(c2nc3ccc(Cl)cc3[nH]2)CC1 | 1 | 4

The list is partial; the hit share may differ from the screen's.
